Compound activity as filed in PubChem BioAssay.
hIAP act: human IAP activation; AID 2524; purified human IAP, CDP-Star luminescence, 30 min; active compounds read high; 1 = vehicle-only enzyme, 0 = enzyme-free background; activation factor at 10 µM; 330,000 tested, 0.16% active;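 active = activation factor of the enzyme at least 2-fold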; note: the source names both 10 and 20 µM as test concentration; values of inactives mirror those of a sister screen read the other way
APOBEC3A inh: blocks human APOBEC3A ssDNA deamination; inhibition, % at 20 µM; recombinant A3A, FAM/TAMRA ssDNA deamination fluorescence; 330,000 tested, 0.41% active; P31941; AID 493011;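 active = at least 40% inhibition at 20 µM here, with at most 30% in a related deaminase screen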;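 note: plate controls were A3A with DMSO for no effect and wells lacking A3A enzyme for full effect; some results filed as inactive read as strong as hits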
Target sequence (P31941 whole entry, looked up): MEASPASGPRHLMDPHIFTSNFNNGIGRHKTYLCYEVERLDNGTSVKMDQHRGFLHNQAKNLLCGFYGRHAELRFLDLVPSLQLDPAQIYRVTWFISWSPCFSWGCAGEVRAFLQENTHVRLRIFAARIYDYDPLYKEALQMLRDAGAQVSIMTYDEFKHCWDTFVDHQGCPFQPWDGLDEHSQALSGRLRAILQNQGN
NLRP3 yeast inh: blocks the NALP3 inflammasome reconstituted in yeast | 330,000 tested, 0.39% active | inhibition, % at 10 µM | AID 2825 | Yeast reconstituted NLRP3/ASC/caspase-1, beta-gal luminescence, 24 h;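 active = inhibition of 50% or more; inactive = inhibition below 50%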;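 note: plate controls were induced DMSO wells for no effect and uninduced yeast grown without galactose for full effect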
hIAP block: blocks human intestinal alkaline phosphatase; P09923; purified IAP, CDP-Star luminescence, 30 min; inhibition, % at 10 µM; 330,000 tested, 0.12% active;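 active = inhibition reaching a set limit with compound at 10 µM in the primary screen, cut at about 35% in these data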;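 note: plate controls were DMSO wells with enzyme for no effect and no-enzyme buffer wells for full effect; values of inactives mirror those of a sister screen read the other way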
A3G deaminase: blocks human APOBEC3G single-stranded DNA deamination | AID 493012 | recombinant A3G, ssDNA deamination FAM/TAMRA fluorescence | inhibition, % at 20 µM | 330,000 tested, 0.28% active | Q9HC16;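 active = inhibition of at least 40% at 20 µM, with no more than 30% in the related APOBEC3A deaminase screen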;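 note: plate controls were DMSO wells with A3G for no effect and wells lacking A3G enzyme for full effect; some compounds called inactive have numbers as strong as hits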
Target sequence (Q9HC16 whole entry, looked up): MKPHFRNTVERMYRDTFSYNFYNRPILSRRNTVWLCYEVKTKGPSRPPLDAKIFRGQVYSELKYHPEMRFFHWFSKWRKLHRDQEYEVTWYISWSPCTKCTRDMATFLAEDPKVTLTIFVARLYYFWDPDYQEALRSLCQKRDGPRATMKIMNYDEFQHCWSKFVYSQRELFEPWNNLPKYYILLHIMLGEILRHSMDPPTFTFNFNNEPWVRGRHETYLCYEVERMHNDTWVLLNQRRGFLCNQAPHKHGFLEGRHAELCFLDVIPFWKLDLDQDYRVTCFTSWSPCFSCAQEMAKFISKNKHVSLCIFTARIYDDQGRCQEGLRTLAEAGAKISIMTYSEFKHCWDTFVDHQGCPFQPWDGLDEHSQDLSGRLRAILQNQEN
SENP1 FRET inh: SENP1 (human) catalytic domain inhibition | Q9P0U3 | recombinant SENP1 catalytic domain, CyPet-SUMO1-YPet FRET cleavage | inhibition, % at 10 µM | 360,000 tested, 0.21% active | AID 624204;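 active = inhibition at least 30% at 10 µM, raw YFP signal under a set limit, fluorescence ratio 0.5 to 1.5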;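 note: 0% = enzyme with DMSO and 100% = no enzyme wells; some results filed as inactive read as strong as hits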
Target sequence (Q9P0U3 419-644 limits assumed): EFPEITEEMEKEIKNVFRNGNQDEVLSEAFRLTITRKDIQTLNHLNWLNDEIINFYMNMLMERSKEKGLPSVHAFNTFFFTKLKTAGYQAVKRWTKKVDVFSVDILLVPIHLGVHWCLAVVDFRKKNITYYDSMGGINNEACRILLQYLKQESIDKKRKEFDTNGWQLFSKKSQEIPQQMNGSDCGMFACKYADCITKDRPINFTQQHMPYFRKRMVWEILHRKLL
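Assay system – human recombinant His6-tagged SENP1 catalytic domain enzyme · Input – SENP1 enzyme, 20 pM final · Buffer or medium – Tris pH 8 buffer plus EDTA, NaCl, BME, BSA, NP40, catalase · Schedule – 50 min reaction at room temperature · Technique – FRET read of cyan and yellow fluorescence · Control set – no-enzyme wells low, DMSO-plus-enzyme wells high control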
mIAP inh: blocks mouse intestinal alkaline phosphatase; purified mouse IAP, CDP-Star luminescence, 30 min; inhibition, % at 10 µM; 330,000 tested, 0.2% active; AID 2806;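 active = inhibition of at least 40% at 10 µM in the primary screen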;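 note: plate controls were DMSO with enzyme for no effect and no enzyme wells for full effect; values of inactives mirror those of a sister screen read the other way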
MIN6 prolif: MIN6 beta-cell proliferation induction; MIN6 cells proliferation, ATPlite luminescence, 48 h; cells starved in 0.2% serum; 100% = growth in 10% serum; proliferation, % at 10 µM; 330,000 tested, 0.29% active; AID 2380;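 active = compounds whose signal lies at least 3.5 SD above the mean of all wells on their plate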;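 note: 0% = DMSO-treated cells in low-serum medium and 100% = 10% serum control; some compounds called inactive have numbers as strong as hits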
mIAP act: mouse IAP activation; muIAP, CDP-Star luminescence, 30 min; active compounds read high; 1 = vehicle-only enzyme signal, 0 = enzyme-free wells; activation factor at 10 µM; 330,000 tested, 0.24% active;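 active = activation factor of at least 2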; note: the source names both 10 and 20 µM as test concentration; values of inactives mirror those of a sister screen read the other way
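also added = chemiluminescent substrate CDP-Star | test system = mouse IAP enzyme | signal = chemiluminescence readout | compound = DMSO-dissolved test compounds | incubation = 30 min at room temperature | benchmarks = DMSO wells, no-enzyme wells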
The depositor's hits bear a star; · = no result given. These rows are one share of the data (hit frequency here may not be typical).

Under each structure – hIAP act	APOBEC3A inh	hIAP block	A3G deaminase	mIAP inh	NLRP3 yeast inh	mIAP act	MIN6 prolif	SENP1 FRET inh
1. CCN(CC)CCNc1ncnc2c1sc1nc(N3CCOCC3)c3c(c12)CCCC3
 : 1.1	4	-10	-2	11	10	0.89	-6	-1
2. Cc1cc2ccccc2c(=O)n1CC(=O)Nc1ccc2c(c1)OCCO2
 : 1	6	-4	3	-14	6	1.1	-2	1
3. CCOc1ccc(C(=O)Nc2nnc(NC(=S)Nc3ccccc3)s2)cc1
 : 1.2	3	-20	-3	10	18	0.9	-1	1
4. CCOCCCNC(=O)c1ccc(NC(C)=O)cc1
 : 1.1	-2	-9	-6	-7	14	1.1	-2	1
5. N#CC1=C(N)Oc2c(ccc3ccccc23)C1c1cccs1 (stereo not given)
 : 0.97	-3	3	-6	6	-5	0.94	-3	·
6. COc1ccc(-c2cc(C#N)nc(N3CCN(c4ccccc4)CC3)n2)cc1
 : 1.1	-2	-9	-3	10	5	0.9	-3	1
7. C#Cc1ccc([C@H]2C=C(C(=O)N3CCOCC3)O[C@@H](OCC)[C@@H]2CCCO)cc1
 : 0.95	-4	5	-8	-2	11	1	-6	3
8. Cc1ccc2nsnc2c1N(S(C)(=O)=O)S(C)(=O)=O
 : 1	0	-3	-6	-2	8	1	-1	4
9. COCCN(Cc1cc2cc3c(cc2nc1Cl)OCO3)C(=O)c1cccc(C)c1
 : 1.1	-10	-9	0	-12	-8	1.1	-5	2
10. C[C@H](CO)N1C[C@H](C)[C@@H](CN(C)C(=O)Nc2ccc(C(F)(F)F)cc2)Oc2ccc(NC(=O)Nc3ccccc3)cc2C1=O
 : 1.1	-4	-10	-7	-143	7	2.4*	-2	1
11. Cn1cc(CCC(=O)N2CCCC(Nc3ccc(F)cc3)C2)cn1 (stereo not given)
 : 0.92	4	8	10	-3	11	1	-3	3
12. CC(C)(C)n1ncc2c(=O)n(CC(=O)Nc3ccc4c(c3)OCCO4)cnc21
 : 1.1	-6	-9	-11	3	-2	0.97	0	3
13. CC(=O)c1c(C)[nH]c(C(=O)Nc2cccc(S(=O)(=O)N3CCCC3)c2)c1C
 : 0.99	-4	1	-5	-4	7	1	-1	-1
14. Cc1ccc(/C=C2\SC(=S)N(CCC(=O)NNS(=O)(=O)c3ccccc3)C2=O)cc1
 : 1	-2	-3	-5	9	2	0.91	-2	-3
15. O=C(Nc1cccc(C(F)(F)F)c1)C1CCCN(c2ncccn2)C1 (stereo not given)
 : 0.87	4	13	1	-10	-6	1.1	0	0
16. COc1ccc(C(=O)Nc2ccccc2[N+](=O)[O-])cc1S(=O)(=O)N1CCOCC1
 : 1.1	-4	-11	-9	6	11	0.94	-3	4
17. CCCCCOc1ccc(Cn2ccnc2)cc1[N+](=O)[O-]
 : 1.2	0	-21	-2	5	38	0.95	-4	-1
18. CCC(C)NC(=O)c1cn(C)c(=O)c2cc(OC)c(OC)cc12 (stereo not given)
 : 0.91	-1	9	-1	-7	1	1.1	0	-15
19. Cc1ccn2c(=O)nc(SCC(=O)Nc3cccc4ccccc34)nc2c1
 : 1.2	-1	-15	-5	9	18	0.91	-5	-38
20. O=C(NN1C(=O)C2C(C1=O)C1C=CC2C12CC2)c1ccccc1Cl (stereo not given)
 : 0.93	-2	7	-4	0	12	1	0	-1
21. O=C(NNC(=O)C1CC1)c1cccc([N+](=O)[O-])c1
 : 1.1	-2	-8	3	-2	8	1	-1	2
22. NC(=O)c1nsc(C(=O)N(Cc2cccnc2)C(C(=O)NCc2ccc(F)cc2)c2ccc(O)cc2)c1N (stereo not given)
 : 0.97	-5	3	-9	-1	14	1	0	-9
23. COC(=O)c1ccc(NC(=O)C(=O)c2cn(CC(=O)N3CCOCC3)c3ccccc23)cc1
 : 1.2	-6	-16	-8	2	11	0.98	5	2
24. O=C(O)c1sccc1S(=O)(=O)N1CCOCC1
 : 0.81	2	19	-1	-4	4	1	3	1
25. O=C(COc1ccc(Cl)cc1)Nc1cc2c3c(c1)CC(=O)N3CCC2
 : 0.86	3	14	-5	1	24	0.99	2	0
26. COC(=O)c1nn(-c2ccccc2)c(Cl)c1/C=N/OCc1ccc(C)cc1
 : 1	-4	-3	2	-15	8	1.1	-4	1
27. Cc1cc([N+](=O)[O-])ccc1NC(=O)c1cc2ccccc2o1
 : 1	0	-4	-8	11	19	0.89	0	2
28. CC1(C)Cc2ccccc2-c2nnc(SCc3ccc(C#N)cc3)n21
 : 1.1	5	-13	-1	0	16	0.99	1	2
29. COc1cc(C(=O)OCCCN2CCOCC2)ccc1O
 : 1	-1	-5	-5	2	10	0.98	-2	1
30. COc1ccc(C(=O)CSc2nnc(CN3CCCCC3)n2-c2ccc(F)cc2)cc1OC
 : 0.82	2	18	-9	-5	7	1.1	0	3
31. Cc1ccc(CN2C(=O)CCC2C(=O)NCc2cccnc2)cc1 (stereo not given)
 : 0.85	-9	15	-11	-5	2	1.1	-1	0
32. CCN(CCCn1c(=S)[nH]c2ccc(N3CCOCC3)cc2c1=O)c1ccccc1
 : 1.2	3	-20	-12	10	14	0.9	-5	-77
33. C=CCCC(=O)NC1CCCc2c1cnn2-c1ccccc1F (stereo not given)
 : 1	-2	-1	-4	-10	27	1.1	0	-2
34. Cc1nnc(SCC(=O)NC2CCCc3c2cnn3-c2ccccc2F)o1 (stereo not given)
 : 1.1	-4	-8	-5	1	11	0.99	-2	2
35. CN(C(=O)C12CC3CC(CC(C3)C1)C2)C1CCS(=O)(=O)C1 (stereo not given)
 : 1.1	-1	-12	-4	9	0	0.91	-1	1
36. CC(C)CN(CC(C)C)C(=O)CN1c2cccc3cccc(c23)S1(=O)=O
 : 1	0	0	-3	-8	6	1.1	-1	1
37. CCC1=C/C(=C\c2ccc3c(c2)OCO3)C(=O)S1
 : 0.98	13	2	3	33	7	0.67	-6	·
38. O=S(=O)(CCCc1ccccc1)c1ncn[nH]1
 : 0.87	1	13	9	-7	1	1.1	-1	-1
39. Cc1oc(-c2cccc(Br)c2)[n+]([O-])c1C
 : 0.96	-1	4	1	-6	14	1.1	-1	2
40. CC[C@]1(C(=O)OC)[C@H]2C(=O)N(Cc3ccccc3)C(=O)[C@H]2[C@H]2CN=C(SCc3ccc(C#N)cc3)N21
 : ·	-1	·	-1	-3	·	1	·	2
41. COc1ccc(OC)c(S(=O)(=O)N2CCCC(C(=O)NCc3cccnc3)C2)c1 (stereo not given)
 : 0.93	-2	7	-9	6	10	0.94	4	2
42. COc1ccc(N(C)S(=O)(=O)c2cccc(C(=O)OCC(=O)NCc3ccccc3OC)c2)cc1
 : 1.2	-10	-25	-5	-3	-6	1	-2	2
43. CCOC(=O)N1CCN(CC(=O)Nc2cc(OC)c(OC)cc2C#N)CC1
 : 0.99	3	1	-1	-2	5	1	3	2
44. CC(=O)N1CCOc2ccc(S(=O)(=O)NCCc3cccc(C)c3)cc21
 : 0.98	-3	2	-7	5	4	0.95	5	0
45. CC(C)(C)c1ccc(C(=O)N/N=C2\C3CN4CCN(C3)CC2(c2ccccc2)C4)cc1
 : 1.1	2	-6	-3	11	6	0.89	-1	4
46. CCSc1nc(O)c(C(c2cccc(OC)c2)c2c(O)nc(SCC)[nH]c2=O)c(=O)[nH]1
 : 0.8	-1	20	-5	5	0	0.95	-3	2
47. COc1ccc(C(=O)Nc2ccc3c(c2)OCO3)cc1OC
 : 0.96	-2	4	-7	-2	16	1	1	1
48. CC1CCCCC12NC(=O)N(CC(=O)N1CCN(c3ccccc3)CC1)C2=O (stereo not given)
 : 0.89	-5	11	-5	-1	-7	1	-1	-1
49. COCCNC(=O)CCCCCNS(=O)(=O)c1ccc(C)cc1
 : 0.98	-2	2	-8	0	5	0.99	-2	0
50. CCNS(=O)(=O)c1ccc(CCC(=O)NCc2ccccn2)cc1
 : 1	0	-4	4	-6	18	1.1	-2	0
51. C/C(=N\OCc1cccc(C(=O)O)c1)c1ccc(Cl)cc1
 : 0.92	-1	8	-1	0	22	1	-2	-1
52. O=C(CSc1nc2ccccc2o1)Nc1cc(C(F)(F)F)ccc1N1CCOCC1
 : 0.93	2	8	1	0	15	1	-2	0
53. Cc1nn(Cc2ccc([N+](=O)[O-])cc2)c(=O)n1-c1ccccc1
 : 1	1	-4	-1	-6	-1	1.1	-2	1
54. CC(N=C(NS(=O)(=O)c1ccc(Cl)cc1)c1ccccc1)C(=O)O (stereo not given)
 : 0.95	4	5	3	4	4	0.96	-2	0
55. CC(C)=CC(=O)OCC(=O)Nc1nc(C)c(Cl)cc1Cl
 : 0.77	2	23	-3	9	14	0.91	1	-1
56. CCOC(=O)c1c(C)[nH]c(C(=O)OCc2ccc(F)cc2)c1C
 : 1.1	1	-10	1	-2	11	1	-2	-2
57. Cc1ccc(NC(=O)c2cc(S(=O)(=O)N3CCOCC3)c(Br)s2)cc1
 : 1.1	-1	-7	-1	3	16	0.97	1	1
58. COc1ccc(S(=O)(=O)N(CCc2ccccc2)CC(=O)O)cc1
 : 1.1	1	-9	-3	5	-4	0.95	-2	1
59. CCN(CC(=O)Nc1c(F)cccc1F)C(=O)c1nc2nccc(C)n2n1
 : 0.95	-5	5	-11	3	0	0.97	1	0
60. CCOC(=O)c1ccc(NCc2ccc(N(C)C)cc2)cc1
 : 1	0	-3	-6	-2	-7	1	0	2

The listing continues:
Under each structure – hIAP act	APOBEC3A inh	hIAP block	A3G deaminase	mIAP inh	NLRP3 yeast inh	mIAP act	MIN6 prolif	SENP1 FRET inh
61. COc1ccc(NC(=S)N2CCN(C(=O)c3ccco3)CC2)cc1
 : 1.1	-4	-10	-1	-5	6	1.1	-1	3
62. CC1CCN(C(=O)CSc2nc3ccccc3[nH]2)CC1
 : 1	-1	-1	-4	-3	12	1	-3	-1
63. O=C(NCc1ccco1)c1ccc(Cl)c(S(=O)(=O)N2CCc3ccccc32)c1
 : 0.91	-1	9	-2	5	18	0.95	-3	0
64. Cc1cc(C)nc(NC(=O)CSc2ncccn2)n1
 : 1.1	-1	-10	-3	0	11	1	-1	·
65. CC(=O)/C(C(=N)N1CCN(C(c2ccccc2)c2ccccc2)CC1)=C(\C)O
 : 1.2	-2	-22	-5	-2	-10	1	-3	-11
66. COC(=O)c1ccccc1NC(=S)N1CCN(c2ccccn2)CC1
 : 1.1	-7	-12	-7	-4	3	1	2	2
67. CC(=O)/C(=C/c1ccccc1)C(=O)Nc1ccccc1C
 : 0.88	-3	12	-4	8	36	0.92	-6	1
68. COc1ccc2[nH]cc(S(=O)(=O)c3ccc(C)cc3)c2c1
 : 1	-2	-1	-5	-8	-2	1.1	-1	0
69. FC(F)(F)c1ccc(C2Nc3cccc4cccc(c34)N2)cc1
 : 0.84	-2	16	-3	17	9	0.83	-5	11
70. CC(C)(C)NC(=O)CN(C(=O)CNC(=O)c1cccs1)c1ccccc1F
 : 0.98	-3	2	-12	5	12	0.95	-1	1
71. CN(CC(CC(=O)Nc1nncs1)c1ccccc1)S(=O)(=O)c1ccccc1 (stereo not given)
 : 1.1	-2	-9	-8	0	11	1	-5	-5
72. O=C(CN(CCc1ccccc1)C(=O)c1csnn1)NCc1ccc(F)cc1
 : 0.93	-4	7	2	-5	13	1.1	0	3
73. CCn1c(SCC(=O)N/N=C/C(C)=C/c2ccco2)nnc1-c1ccccc1
 : 1.2	-2	-18	-2	-9	8	1.1	-2	-2
